Compound activity as filed in PubChem BioAssay.
GPR55 activation: selective activators of receptor GPR55 – imaging, U2OS cells, beta-arrestin-GFP redistribution, primary screen (AID 1961); U2OS GPR55 beta-arrestin-GFP redistribution imaging; higher % means a stronger effect; activation, % at 10 µM; hits with a dose series show EC50 in µM; 290,000 tested, 0.048% active;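 active = activation above 40% with more than 50 cells counted in the well; inconclusive = wells holding fewer than 50 cells, flagged as toxic or sparse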;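 note: U2OS osteosarcoma cells stably expressing GPR55 and beta-arrestin-GFP; plate controls were DMSO negative control for no effect and LPI positive control for full effect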
GPR55 antagonists: inhibition of LPI-stimulated GPR55 beta-arrestin translocation – imaging, U2OS, beta-arrestin-GFP, LPI agonist, primary screen (AID 2013). U2OS GPR55 beta-arrestin-GFP translocation imaging, LPI antagonism; higher % means a stronger effect. inhibition, % at 10 µM, or IC50 in µM where a hit was titrated. 290,000 tested, 0.13% active;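 active = spots per cell inhibited over 60%, with over 100 cells counted and total cytoplasm intensity under 500,000; inconclusive = wells with under 100 cells, flagged as likely toxic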;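 note: U2OS cells stably carrying GPR55 and arrestin-GFP stimulated by 5 µM LPI near EC80; imaged beta-arrestin-GFP aggregate spots per cell after agonist stimulation; plate controls were LPI-stimulated DMSO wells for no effect and DMSO wells without LPI for full effect; some results filed as inactive read as strong as hits; confirmed hits need IC50 under 10 µM and bright autofluorescent wells are also inconclusive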
Yfh1-depleted yeast: enhancers of respiration in Yfh1-depleted yeast, dose response, Friedreich's ataxia, plus single-dose screen (AID 1465); fold induction at 50 µM, or EC50 in µM where a hit was titrated; 220,000 tested, 0.074% active; S. cerevisiae Yfh1-off respiration, WST-1 reduction, 72 h; higher fold induction means a stronger effect;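 active = fold induction of absorbance versus untreated yeast above a set limit, then at least 30% activation at any dose in follow-up; inconclusive = repeats straddling the limit, or above it without dose testing; inactive = fold induction below the set limit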;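 note: activators that raise dye reduction in frataxin-depleted yeast; strong numbers were not always called active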
Rac1 GTP hydrolysis: MgcRacGAP GTPase-activating activity inhibitors, confirmation, biochemical, ADP Hunter fluorescence; MgcRacGAP-stimulated Rac1 GTP hydrolysis, ADP Hunter fluorescence; higher % means a stronger effect; GST-tagged Rac1 F28L mutant substrate; inhibition, % at 30 µM, or IC50 in µM where a hit was titrated; 340,000 tested, 0.6% active;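 active = first-screen hits whose inhibition reached a set limit at any dose in the follow-up dose series; inconclusive = inhibition above the set first-screen limit but never retested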;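 note: fluorescence reports GDP produced by GAP-driven GTP hydrolysis; strong numbers were not always called active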
NS5 inhibitors: flavivirus cap methylation enzyme inhibition – biochemical, confirmation dose response, primary screen (AID 588689) | Dengue-2 NS5 methyltransferase capping enzyme assay, biochemical; higher % means a stronger effect | inhibition, % at 25 µM, or IC50 in µM where a hit was titrated | 340,000 tested, 0.3% active; in the data active = a potency from the dose series; inconclusive = inhibition above about 29% without an active follow-up result
Large T inhibition: SV40 large T antigen inhibitors, biochemical (AID 1903). inhibition, % at 20 µM; hits with a dose series show IC50 in µM. SV40 large T antigen ATPase/helicase inhibition assay; higher % means a stronger effect. 310,000 tested, 0.39% active; in the data active = a potency from the dose series; inconclusive = inhibition mostly from about 32% at the one dose, without a potency; inactive = the rest, 99 in 100 with inhibition below about 32%; note: strong numbers were not always called active
GPR35 arrestin U2OS: inhibition of zaprinast-stimulated GPR35 beta-arrestin translocation – imaging, U2OS, beta-arrestin-GFP, zaprinast agonist, primary screen (AID 2058). U2OS GPR35 beta-arrestin-GFP translocation imaging, zaprinast antagonism; higher % means a stronger effect. inhibition, % at 10 µM; hits with a dose series show IC50 in µM. 290,000 tested, 0.052% active;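 active = inhibition of at least 50% with at least 30 cells and total cytoplasm GFP at most 10,000,000; inconclusive = under 30 cells or total GFP of 10,000,000 plus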
NTR1 agonist: NTR1-driven beta-arrestin-GFP spot formation – imaging, U2OS cells, high content, primary screen (AID 493036) | agonist mode | activation, % at 20 µM | 330,000 tested, 0.17% active | P30989;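 active = activation at or above 40% of the spot to cytoplasm intensity ratio, with at least 20 cells analyzed; inconclusive = wells under 20 cells, flagged as cytotoxic or low count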;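 note: 0% = DMSO without peptide and 100% = 100 nM NTR1 peptide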
Target sequence (P30989 whole entry, looked up): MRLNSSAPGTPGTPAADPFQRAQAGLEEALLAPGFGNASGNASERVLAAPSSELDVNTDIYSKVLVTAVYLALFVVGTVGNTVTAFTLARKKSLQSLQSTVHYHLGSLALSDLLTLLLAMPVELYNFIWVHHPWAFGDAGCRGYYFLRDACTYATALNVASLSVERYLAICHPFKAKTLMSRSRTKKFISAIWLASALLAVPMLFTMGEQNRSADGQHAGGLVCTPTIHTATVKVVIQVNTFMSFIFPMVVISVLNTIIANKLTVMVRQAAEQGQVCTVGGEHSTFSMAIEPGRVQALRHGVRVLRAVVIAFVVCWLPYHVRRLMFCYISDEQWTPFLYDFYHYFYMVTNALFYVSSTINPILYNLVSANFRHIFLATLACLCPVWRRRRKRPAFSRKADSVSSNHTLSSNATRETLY
AID2073: inhibitors of Mint1-CaV2.2 protein interaction, biochemical, HTRF (AID 2073); HTRF protein-protein interaction, Mint1-CaV2.2; higher % means a stronger effect; inhibition, % at 20 µM; hits with a dose series show IC50 in µM; 290,000 tested, 0.19% active; in the data active = inhibition mostly above about 51%, no sharp cut-off; inconclusive = no clear call, values can overlap the other calls; inactive = mostly below about 53%; note: some results filed as inactive read as strong as hits
NTR1 agonist cell count 20 µM: further read-out of NTR1 agonist, marked with its call; cell count; measured here: cell count, cytotoxicity flag
NS5 inhibitors pilot replicate: second read-out of NS5 inhibitors, no call of its own (marks repeat the call); inhibition, %; measured here: pilot screen replicate inhibition
The depositor's hits bear a star; i = inactive; ? = inconclusive; / = not tested or not shown.

SMILES	GPR55 activation	GPR55 antagonists	Yfh1-depleted yeast	Rac1 GTP hydrolysis	NS5 inhibitors	Large T inhibition	GPR35 arrestin U2OS	NTR1 agonist	NTR1 agonist cell count 20 µM	AID2073	others
COC(=O)c1c(C)oc(C)c1S(=O)(=O)Nc1ccc(C(C)C)cc1	0.3%	-1%	i	11%	3%	-1%	-10%	-1.3	38	5%
CC1CCC(NC(=O)C2c3ccccc3C(=O)N2Cc2ccc3c(c2)OCO3)CC1 (stereo not drawn)	-0.3%	-6%	i	0%	-1%	6%	-9%	0.9	67	30%
Cc1cccc(NC(=S)NNC(=O)CC(C)O)c1C (stereo not drawn)	0.2%	18%	i	13%	-9%	5%	1%	-1.3	45	-33%
O=C(O)COc1ccc(/C=C/c2nc(-c3ccccc3O)n[nH]2)cc1	-0.2%	25%	/	6%	3%	18%	-3%	0.4	64	14%	NS5 inhibitors pilot replicate=-3.0
COc1ccccc1C(=O)n1nc(-c2ccccc2)nc1N	0.2%	0%	i	11%	-6%	4%	14%	0.8	51	1%
CCCCn1c(=O)[nH]c(=O)c2c1nc(-c1ccc3ccccc3c1)n2CC	-0.4%	14%	i	-6%	-8%	3%	-2%	9.7	26	8%
COC(=O)c1c(C(=O)OC)c(-c2cccc(F)c2)n2c1CS(=O)(=O)C2	0.0%	8%	/	5%	5%	20%	-5%	0.9	117	0%
Cc1ccc(C(=O)N/C(=C\c2cn(C)c3ccccc23)C(=O)NCCN2CCOCC2)cc1	-0.2%	3%	/	7%	-40%	15%	2%	0.4	44	31%
CCOC(=O)N1CCN(C(=O)c2oc3ccc(S(=O)(=O)N(CC)CC)cc3c2C)CC1	-0.1%	-3%	/	13%	-25%	1%	6%	0.1	92	-5%
COc1ccc(NC(=O)Nc2nnc(-c3ccccc3SCc3ccccc3)s2)cc1	-0.1%	-13%	i	4%	-8%	6%	0%	1.2	41	5%
CCC(=O)N1CCc2cc(S(=O)(=O)NCCN3CCC(C)CC3)ccc21	0.0%	3%	i	3%	-4%	24%	11%	-0.4	60	-1%
CCOc1ccc(NC(=O)CCc2c(C)nn(-c3ccc(N4CCCCC4)nn3)c2C)cc1	0.7%	16%	/	-4%	7%	-3%	11%	0.8	67	14%
COCCn1nnnc1C(c1cc2ccc(OC)cc2[nH]c1=O)N1CCN(C2CCCCC2)CC1 (stereo not drawn)	-0.3%	-2%	i	6%	-3%	12%	2%	1.5	70	-2%
O=C(O)COc1ccc(Nc2ccccc2)cc1	-0.4%	10%	i	?	/	?	9%	0.3	41	-3%
Cc1ccc2cc(CCNC(=O)c3ccc(C)c([N+](=O)[O-])c3)c(=O)[nH]c2c1	-0.2%	-5%	i	3%	-2%	25%	-4%	1.5	51	-7%
CCOC(=O)C1CCN(c2ncnc3c2cnn3-c2ccc(Cl)cc2)CC1	0.1%	7%	i	0%	-4%	8%	9%	5.9	72	-5%
COc1cc(C(=O)N(Cc2ccccc2)c2cccc(C)c2)ccc1OC(F)F	-0.1%	5%	/	9%	-5%	10%	-2%	1.0	43	6%
COc1ccccc1[C@@H]1C(c2cccc(Cl)c2)=NN(c2ccccc2)[C@H]1C(=O)N1CCOC1=O	0.1%	17%	i	7%	-6%	18%	-20%	-1.9	93	36%
O=C(NCCO)C1(c2ccccc2)CCCC1	-0.1%	-8%	i	8%	3%	15%	-4%	0.9	61	-2%
CC1(C)CC(=O)C2=C(C1)c1c(ccc3ncccc13)NC2c1cccs1 (stereo not drawn)	-0.1%	2%	i	10%	-7%	15%	-14%	0.3	63	-5%
COc1cccc(CNC(=O)c2cccnc2Sc2ccccc2)c1	0.0%	6%	/	7%	-3%	8%	14%	-0.3	68	-7%
C=CCn1c(=O)[nH]c2cc(C(=O)N3CCN(c4cc(C)ccc4C)CC3)ccc2c1=O	-0.1%	8%	/	6%	-1%	3%	7%	0.8	65	1%
CC(C)N1CC(C(=O)Nc2ccccc2)CC1=O (stereo not drawn)	-0.2%	6%	i	8%	-1%	4%	10%	0.3	44	-2%
O=C(NCc1ccc2c(c1)OCO2)c1ccc2c(c1)N(Cc1c(F)cccc1Cl)C(=O)CS2	-0.2%	4%	i	3%	-1%	19%	-7%	2.6	45	37%
CCOC(=O)C1CCN(C(=O)CCc2nnc3ccc(NCc4ccco4)nn23)CC1	0.3%	12%	/	7%	-10%	29%	10%	1.6	66	8%
CCN(CC)C(=O)c1ccc(O)c(OC)c1	-0.2%	11%	i	-3%	-8%	25%	-8%	-2.1	60	20%
CCC(N1CCOC1=O)S(=O)(=O)c1ccc(C)cc1 (stereo not drawn)	-0.1%	-13%	i	7%	-2%	-3%	-2%	-0.4	59	-3%
Brc1ccc(-c2nnc3n2C2(CCCC2)Cc2ccccc2-3)o1	0.4%	1%	i	10%	-19%	22%	6%	2.5	82	-1%
Cc1ccc(S(=O)(=O)N(C)C)cc1NC(=O)COC(=O)/C=C/c1cccs1	/	/	/	5%	-7%	6%	/	-0.4	68	/
CCOC(=O)CNC(=O)COc1coc(CN2CCN(Cc3ccccc3)CC2)cc1=O	-0.1%	7%	/	1%	-2%	1%	24%	0.1	56	13%
Cc1ccsc1/C=N/n1c(=S)[nH]nc(C)c1=O	0.5%	10%	i	-1%	2%	16%	0%	1.6	58	-21%
O=C(NCc1ccccc1Cl)C1CCC(CNc2nc(=S)[nH]c3ccccc23)CC1 (stereo not drawn)	-0.2%	4%	i	12%	-1%	-6%	-14%	28	72	?
Cc1c([N+](=O)[O-])c(C(=O)Nc2ccc3c(c2)OCCO3)nn1C	0.2%	0%	i	0%	-1%	5%	-6%	-2.7	47	18%
CCOC(=O)C1C(c2ccccc2)NC(=S)NC1(C)O (stereo not drawn)	-0.3%	0%	i	7%	-1%	-8%	-11%	-1.2	70	-9%
O=C(CSc1nc2ccccc2c(=O)n1Cc1ccco1)NCc1ccco1	-0.2%	5%	i	12%	0%	5%	10%	1.0	48	1%
CCc1nnc(NC(=O)CSc2nc3ccccc3o2)s1	0.0%	-23%	i	1%	1%	-1%	-16%	1.7	85	-3%
Cc1ccc(C)c(OCC(=O)NCC(c2ccco2)N2CCCCC2)c1 (stereo not drawn)	/	/	/	5%	0%	5%	/	3.3	108	/
CCOc1ccccc1C(=O)OCC(=O)Nc1ccc(N2CCCCC2)cc1	0.0%	-2%	i	7%	4%	1%	-4%	-2.4	38	-2%
O=[N+]([O-])c1cccc(NC2=NCCC2)c1	-0.1%	2%	i	3%	-9%	6%	-10%	0.0	51	-4%
CCC(=O)N(Cc1ccc(S(N)(=O)=O)cc1)C1CC(=O)N(c2ccc(OC)cc2)C1=O (stereo not drawn)	0.0%	-2%	i	9%	-5%	12%	-2%	2.3	29	7%
Cn1cccc1C(C#N)c1cccc(F)c1C#N (stereo not drawn)	-0.3%	2%	i	-3%	6%	3%	-7%	-0.5	116	-3%
COCCCn1c(SCC(=O)N2CCCCC2C)nnc1-c1ccco1 (stereo not drawn)	0.7%	4%	i	0%	-5%	-1%	-10%	0.1	74	1%
O=C(N/N=C/C=C/c1ccc2c(c1)OCO2)c1ccc([N+](=O)[O-])cc1	0.6%	-4%	i	-1%	3%	8%	-3%	1.2	46	?
Cc1ccc(CNC(=O)CCS(=O)(=O)c2ccc(C)cc2)cc1	-0.3%	-6%	i	4%	-4%	8%	8%	0.0	38	4%
CCCCc1cc(=O)oc2c(CN3CCN(C)CC3)c(O)ccc12	0.0%	-1%	/	10%	0%	2%	0%	0.5	95	19%
CCN1CCN(c2ccc(N3CCN(S(=O)(=O)c4cc([N+](=O)[O-])ccc4C)CC3)nn2)CC1	/	/	/	2%	1%	7%	/	-0.8	67	/
CCC(=O)N1c2ccc(S(=O)(=O)NC3CCCCC3)cc2CC1C (stereo not drawn)	0.1%	7%	/	8%	-5%	4%	-4%	1.3	72	0%
Cc1cc2cc(CCNC(=O)CCCc3ccccc3)c(=O)[nH]c2cc1C	-0.1%	3%	/	/	-5%	4%	3%	1.8	57	8%
CC(C)/C=N/Nc1nc2c(c(=O)n(C)c(=O)n2C)n1C	-0.1%	-3%	i	5%	3%	14%	7%	1.1	52	-3%
O=C(Nc1ccc2c(c1)OCCO2)c1cc2sccc2n1Cc1ccc(F)cc1	0.2%	13%	i	3%	-2%	16%	6%	1.5	64	16%

Next part:
SMILES	GPR55 activation	GPR55 antagonists	Yfh1-depleted yeast	Rac1 GTP hydrolysis	NS5 inhibitors	Large T inhibition	GPR35 arrestin U2OS	NTR1 agonist	NTR1 agonist cell count 20 µM	AID2073	others
CCCCCN(C(=O)CCC(=O)OCc1cccc(Br)c1)c1c(N)n(CCCC)c(=O)[nH]c1=O	/	/	/	5%	-3%	23%	/	3.7	53	/
CC(c1ccco1)N(C(=O)COc1ccc(Cl)cc1Cl)c1ccccn1 (stereo not drawn)	-0.1%	34%	i	-5%	1%	5%	7%	0.8	44	9%
COC(=O)CNC(=O)C(Cc1c[nH]c2ccccc12)NC(=O)Oc1ccccc1 (stereo not drawn)	-0.1%	8%	i	6%	-2%	8%	7%	1.5	63	-5%
CC(C)(C)c1nc(N)nc(=O)[nH]1	-0.3%	-4%	i	5%	3%	18%	-3%	-1.4	45	-8%
COCCNc1nc(-c2cc(-c3ccc(Cl)cc3)on2)cc(C(C)C)n1	0.4%	22%	i	3%	-1%	-2%	-15%	2.0	86	6%
Cc1ccc(N(CC(=O)Nc2cccc(C)c2)S(=O)(=O)c2cccc3nonc23)cc1	0.0%	-3%	i	9%	-9%	-4%	14%	-2.1	90	2%
Cc1ccc(NC(=O)c2ccccc2NC(=O)c2cccnc2)cc1	-0.1%	0%	/	10%	1%	-4%	12%	1.5	59	48%
Cc1nnc(NC(=O)CSc2nnc(-c3ccc(S(=O)(=O)N4CCCC4)cc3)n2C)s1	-0.3%	0%	i	6%	0%	-2%	2%	0.2	88	5%
CNC(=O)CCCc1nc(-c2ccccc2Cl)no1	0.9%	13%	i	10%	-4%	4%	-1%	-0.3	69	2%
